Screening data as filed in PubChem BioAssay.
mcGAS MS inh – blocks mouse cGAS cGAMP production | recombinant mouse cGAS, cGAMP by RapidFire MS | inhibition, % at 12.5 µM | Q8C6L5 | AID 1259397 | actives 0.18% (n = 130,000);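 active means inhibition of cGAS enzyme activity at or above 60%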;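 further: enzyme stimulated by 45 bp dsDNA with ATP and GTP substrates; cGAMP share of summed cGAMP plus half ATP and half GTP signals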
Target sequence (Q8C6L5 whole entry, looked up): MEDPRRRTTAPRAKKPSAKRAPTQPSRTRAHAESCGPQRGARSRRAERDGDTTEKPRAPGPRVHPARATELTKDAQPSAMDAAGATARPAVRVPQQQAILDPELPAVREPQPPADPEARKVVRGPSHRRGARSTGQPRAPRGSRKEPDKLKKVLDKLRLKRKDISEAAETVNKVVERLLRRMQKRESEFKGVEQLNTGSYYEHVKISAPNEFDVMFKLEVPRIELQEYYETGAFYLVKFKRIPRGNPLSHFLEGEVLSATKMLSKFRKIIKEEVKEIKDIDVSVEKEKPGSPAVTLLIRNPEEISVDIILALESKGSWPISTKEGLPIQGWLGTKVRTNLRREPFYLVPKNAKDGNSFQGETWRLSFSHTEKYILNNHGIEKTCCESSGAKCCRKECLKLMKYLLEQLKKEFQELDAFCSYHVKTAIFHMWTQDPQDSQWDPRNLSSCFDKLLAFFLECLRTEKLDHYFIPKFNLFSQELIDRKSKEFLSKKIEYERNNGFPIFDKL
Starred values were filed as active, the others as inactive; & = joins results of further samples. These rows are one share of the data, so the mix of outcomes need not match the whole.

Start of the data: the first 2 records, to show the layout:
| canonical_smiles | mcGAS MS inh |
| --- | --- |
| Cc1noc(C)c1CCC(=O)NC1CC(=O)N(Cc2cccc(F)c2)C1 (stereo not given) | -8 |
| CCc1ncc(C(=O)NCCC(=O)Nc2ccc(C)cc2C)cn1 | -7 |

All compounds of this part (from the top)
| canonical_smiles | mcGAS MS inh |
| --- | --- |
| Cc1noc(C)c1CCC(=O)NC1CC(=O)N(Cc2cccc(F)c2)C1 (stereo not given) | -8 |
| CCc1ncc(C(=O)NCCC(=O)Nc2ccc(C)cc2C)cn1 | -7 |
| CN1CC2(CCCN(C(=O)C3(c4ccc(Cl)cc4)CCC3)CC2)OC1=O (stereo not given) | 5 |
| N#Cc1ccc(C2CC(c3ccc(Br)cc3)=Nc3nc(C(F)(F)F)nn32)cc1 (stereo not given) | 26 |
| COC(=O)CSc1nc(N)c(C#N)c(-c2ccc(O)cc2)c1C#N | -3 |
| CCN(CC1CCCN(CCc2cccc(F)c2)C1)C(=O)c1ccncc1 (stereo not given) | -14 |
| COC(=O)Cc1cc(=O)n(-c2ccccc2)[nH]1 | -2 |
| CC1CCC(NC(=O)N(CCCl)N=O)CC1 (stereo not given) | 1 |
| Cc1ccc(NC(=O)C2CCCCC2C(F)(F)F)nc1 (stereo not given) | -10 |
| COc1ccccc1NC(=O)NCc1cccnc1N1CCN(C(C)=O)CC1 | -7 |
| COc1cc2c(cc1OC)CN(Cc1cc3n(n1)CCCNC3)CC2 | -7 |
| O=C(C1CCCCCC1)N1CCC(n2cc(-c3ccsc3)nn2)CC1 | -4 |
| COc1ccc(/C=C2\C(=O)c3ccccc3S2(=O)=O)cc1 | -2 |
| O=C(CN1CCN(CC(F)(F)F)CC1)Nc1c(F)cccc1F | 4 |
| CCN(Cc1ccncc1)C(=O)C1CCC(=O)N(Cc2ccc(Cl)cc2)C1 (stereo not given) | -7 |
| Cc1noc(C)c1CN(C)Cc1cc(=O)n2cc(Cl)ccc2n1 | 2 |
| CCc1cc(CN(C)Cc2ccc(-n3ccnc3)cc2)on1 | -8 |
| CCN1CC(Cn2ccnc2-c2sc(N3CCCC3)nc2Cl)CC1=O (stereo not given) | -9 |
| Cc1ccc(NC(=O)NCC(=O)Nc2ccc(F)cc2)cc1C | -3 |
| COCCN1C(=O)C(=Cc2c(N3CCOCC3)nc3c(C)cccn3c2=O)SC1=S | -5 |
| Cc1cc(OCCCn2cnc3ccccc3c2=O)c(C)cc1Br | -2 |
| CC(NCc1ccc(C#N)cc1)c1ccc(N2CCN(C)CC2)cc1 (stereo not given) | -13 |
| Cn1cc(C(=O)Nc2cccc(-c3ccc4c(c3)CCO4)n2)ccc1=O | 0 |
| Cc1c(Cl)cccc1NC(=S)N1CCC(O)CC1 | -11 |
| c1coc(C2Nc3ccccc3-c3nc4ccccc4n32)c1 (stereo not given) | -24 |
| Cc1ccc2nc(SCC(=O)NCCC(C)C)n(C)c(=O)c2c1 | -2 |
| Cc1nn(CC(=O)Nc2sc3c(c2C(N)=O)CCC(C)C3)c(C)c1[N+](=O)[O-] (stereo not given) | -6 |
| COC(=O)c1ccc(C(=O)NCC2(c3ccccc3OC)CCOCC2)cc1 | -4 |
| CN1CCCC2(CCN(C(=O)c3ccc(-c4ccccc4)[nH]3)C2)C1=O (stereo not given) | -35 |
| COCCNC(=O)c1ccc(OC2CCN(Cc3cccc4c3OCO4)CC2)c(Cl)c1 | -4 |

Some of these compounds in order of number of heavy atoms, low to high:
| canonical_smiles | mcGAS MS inh |
| --- | --- |
| CCc1cc(CN(C)Cc2ccc(-n3ccnc3)cc2)on1 | -8 |
| Cc1ccc(NC(=O)NCC(=O)Nc2ccc(F)cc2)cc1C | -3 |
| Cc1cc(OCCCn2cnc3ccccc3c2=O)c(C)cc1Br | -2 |
| Cn1cc(C(=O)Nc2cccc(-c3ccc4c(c3)CCO4)n2)ccc1=O | 0 |
| COCCN1C(=O)C(=Cc2c(N3CCOCC3)nc3c(C)cccn3c2=O)SC1=S | -5 |
| COCCNC(=O)c1ccc(OC2CCN(Cc3cccc4c3OCO4)CC2)c(Cl)c1 | -4 |

New compounds follow
| canonical_smiles | mcGAS MS inh |
| --- | --- |
| Cc1nc(-n2nc(-c3ccco3)cc2NC(=O)CC(C)C)[nH]c(=O)c1C | 1 |
| COC(=O)c1ccc(CN(CCN2CCOCC2)Cc2ccc(C)s2)o1 | -5 |
| COC(=O)c1c(NC(=O)CC2SC(N)=NC2=O)sc2c1CCC(C(C)(C)C)C2 (stereo not given) | -34 |
| CC1CC(C)CN(C(=O)CN2C(=O)NC3(CCCCCC3)C2=O)C1 (stereo not given) | -6 |
| COc1ccc(C(=O)N2CCCC2)c(OC2CCN(C(=O)CSC)CC2)c1 | -7 |
| CNC(=S)N1c2ccccc2CC1C (stereo not given) | -5 |
| Cc1ccc(C(=O)Oc2cc(Cl)nnc2-c2ccccc2)cc1 | -2 |
| CC(C)CN=C1SCC(c2cccc(Cl)c2)=NN1C | 1 |
| COCCNC(=O)C1(C)CCCN(Cc2c3ccccc3nn2C)C1 (stereo not given) | -5 |
| CC1(c2ccc(Br)cc2)NC(=O)N(CC(=O)Nc2ccc(C(N)=O)cc2)C1=O (stereo not given) | 4 |
| Cc1ccccc1SCC(=O)Nc1c(F)cccc1-n1cncn1 | -48 |
| Cc1ccc(Cn2c(Sc3ncccn3)nc3c2c(=O)[nH]c(=O)n3C)cc1 | -6 |
| Cc1cc(C)n(CC(C)NC(=O)c2cc(CN3CCC(O)CC3)on2)n1 (stereo not given) | -9 |
| O=C(c1cnc(-c2ccccc2)[nH]1)N1[C@H]2CCNC[C@@H]1CC2 | -2&8 |
| O=S(=O)(NCc1ccco1)c1cccs1 | -4 |
| Cn1cc(C#N)c(=O)n(CC(=O)c2ccc(N3CCCC3=O)cc2)c1=O | 5 |
| O=C(NC1CCCc2c1cnn2-c1ccc(F)cc1F)c1c(F)cccc1Cl (stereo not given) | -5 |
| CO[C@H]1CN(c2nc(-c3ccccc3)ccc2C(=O)O)CC[C@H]1N | -6 |
| Cn1c(=O)c2c(ncn2CC(=O)OCC(=O)c2ccc[nH]2)n(C)c1=O | -9 |
| COc1ncncc1NC(=O)Cc1ccc(F)cc1 | -7 |
| CCCSCC(=O)Nc1c(C)c(C)nn1-c1ccc(C#N)cc1 | 5 |
| N#Cc1nncn1CN1CCN(S(=O)(=O)c2ccc(Br)cc2Cl)CC1 | 1 |
| C=CCOc1ccc(CN(C)c2cc(=O)n3ccccc3n2)cc1 | -8 |
| Cc1cc(Cl)c2oc(C(=O)N3CCN(C(=O)c4ccco4)CC3)c(C)c2c1 | -6 |
| O=C(Nc1ccc(N2CCOCC2)nc1)C1CCCCC1 | -3 |
| C=CCN=c1scc(-c2ccc(Cl)c(Cl)c2)n1N=Cc1cccnc1 | 47 |
| CC(=O)c1ccc(NC(=O)Cn2nc(C(C)C)c3cnn(-c4ccccc4C)c3c2=O)cc1 | -7 |
| Cn1c(SCCN2CCOCC2)nc2scc(-c3ccc(F)cc3)c2c1=O | -25 |
| Cc1[nH]n(-c2nc3ccccc3[nH]2)c(=O)c1C | 29 |
| Cc1cccc(NC(=O)CN2CCN(C(=O)c3oc4ccc(Br)cc4c3C)CC2)c1C | -11 |

(list continues)
compound	mcGAS MS inh
CNC(=O)c1nn(CN(C)Cc2ccccc2)c(=O)c2ccccc12	-8
Cc1cc(-n2c(C)cc(C(=O)CSc3nnnn3C3CC3)c2C)no1	-11
CC(OC(=O)c1cc(=O)c2cc(F)ccc2o1)C(=O)Nc1ccnn1C(C)C (stereo not given)	4
COc1ccc(C(=O)Nn2cnc3c(cnn3C(C)(C)C)c2=O)c(OC)c1	-2
CC1C(C)S(=O)CCN1C(=O)NCc1csc(C(C)(C)C)n1 (stereo not given)	-1
Cc1cc(C)n(CC(C)NCc2cnc3c(C)cccn23)n1 (stereo not given)	7
CCN1CCN(C(=O)c2ccc(Cn3c(C)c(C)sc3=NC(=O)c3ccccc3F)cc2)CC1	-6
Cn1ccc2c(cnc3nc(-c4cccnc4)nn32)c1=O	-11
O=C(NCc1ccccc1)N1CCN(Cc2ccc3c(c2)OCO3)CC1	-6
CC(=O)NCCn1ccnc1-c1cccc(OC2CCCC2)c1	-6
CCCc1nc(Nc2ccccc2)[nH]c(=O)c1Br	6
Cc1cc(-n2c(C)cc(C(=O)CSc3n[nH]c(-c4cccs4)n3)c2C)no1	-1
Fc1ccccc1N1CCN(c2ncnc3[nH]ncc23)CC1	-8
Cc1nn(C)c(C)c1CCC(=O)N(C)Cc1cnn(-c2ccc(F)cc2)c1	8
CCc1ccc(C(C)NC(=O)Nc2cccc(S(=O)(=O)N(C)C)c2)cc1 (stereo not given)	-14
COc1cccc(CN2CCNC(=O)C2CC(=O)NCCc2cccc(Cl)c2)c1OC (stereo not given)	-5&-2
O=C(c1ccon1)N1CCCn2nc(C(=O)N3CCOCC3)cc2C1	-14
CC(C(=O)N(C)Cc1ccnc2ccccc12)n1cccc1 (stereo not given)	-8
CCCCn1c(CN2CCC(C(O)c3ccccn3)CC2)cnc1S(=O)(=O)CC (stereo not given)	7
O=C(C1CC1)N1CCCC(Cn2ccnc2-c2ccc3occc3c2)C1 (stereo not given)	-5
COc1ccc(C=C2N=C(c3ccccc3OC)OC2=O)cc1C	-7
NC(=O)COc1ccc(C=C2N=C(c3ccccc3)OC2=O)cc1	-11
O=C(c1n[nH]c(=O)c2ccccc12)N1CCCN(Cc2ccccc2)CC1	-11
Cc1cc(F)ccc1S(=O)(=O)NCC1CC(=O)Nc2ccccc21 (stereo not given)	-3
Cc1cc(=O)[nH]c(CCNC(=O)C2CCCN(C3CCN(C)CC3)C2)n1 (stereo not given)	-6
CCn1c(SC(C)C(=O)Nc2cccc(C#N)c2)nc2ccc(Br)cc2c1=O (stereo not given)	2
COc1cc(CCC2CCN(S(=O)(=O)c3ccc(C#N)cc3)CC2)cc(OC)c1	-13
CS(=O)(=O)Cc1cccc(C(=O)Nc2cccc(-n3ccnn3)c2)c1	-3
CCc1ccccc1N1CC(C(=O)Nc2cccnc2OC)CC1=O (stereo not given)	-19
Cc1cccc(C(=O)Nc2cc3c4c(c2)CCN4C(=O)CC3)c1	-11
COc1ccc(C2CC(C(F)(F)F)n3nc(C(=O)NCCN4CCOCC4)cc3N2)cc1 (stereo not given)	-11
CC(Sc1nnc(NC2CC2)s1)C(=O)N1CCNC1=O (stereo not given)	-1&2
Cc1cccc(NC2=C([N+](=O)[O-])CS(=O)(=O)C2)c1	6
O=C(c1cc(Cl)ccc1Cl)N1CCN(c2ccc3nnc(-c4ccco4)n3n2)CC1	-5
N[C@H](Cc1ccccc1)C(=O)O	-4
COc1ccc(N(Cc2nnc3n2CCCCC3)C(=O)Nc2cccc(OC)c2)cc1	-11
COc1cc(C)c(NC(=O)C=Cc2cc3c(cc2[N+](=O)[O-])OCO3)cc1OC	0
CC1(C)CC(=O)C=C(C(=O)N2CCC(O)(c3ccc(Br)cc3)CC2)O1	0
Cc1cc(NCC2Cc3ccccc3O2)nc(C)n1 (stereo not given)	-8
CCCN(C(=O)CC)C(c1ccc(F)cc1)c1cccnc1 (stereo not given)	3
Cc1cccc(C)c1N=C1NC(=O)/C(=C/C2=Cc3ccccc3OC2)S1	-14
Nc1ncnc2sc3c(c12)CCN(C(=O)CC(NC(=O)c1ccccc1Cl)c1ccccc1)C3 (stereo not given)	-1
CSc1oc(-c2cccs2)nc1S(=O)(=O)c1ccccc1	7
Cc1cc(C)c(S(=O)(=O)NCc2nnc3nc(C)cc(C)n23)c(C)c1	-4
CCNC(=O)COc1ccc(CNCC2CN(C)CCO2)cc1 (stereo not given)	-4
Cc1ccc(N2CCn3c2nc2c3c(=O)n(CCN3CCOCC3)c(=O)n2C)cc1Cl	-1
CCC(CC)C(O)CNC(=O)CN1CCCC1C (stereo not given)	-7
COc1cc(S(=O)(=O)NC(C)C)c(OC)cc1Cl	-6
Clc1nc2ccccc2nc1N1CCOCC1	-26
CN(C)C=Nc1cnn(-c2ccccc2)c(=O)c1Cl	-11
CCN(CC)C(=O)N1CCN(Cc2ccnc(Cl)c2)CC1	-7
Cn1ccc2c(-c3ccnc(N)c3)ccnc21	-10
O=C(OCC(=O)N1CCN(c2ccccc2)CC1)c1cccc(-n2cnnn2)c1	-1
O=C1c2cc(N3CCOCC3)c([N+](=O)[O-])cc2C(=O)N1c1cccc2c1CCCC2	-6
CC1=NN(C(=O)CC#N)C(O)(c2ccc(Cl)cc2)C1 (stereo not given)	-2
CC(N)=C(C#N)C(=O)COC(=O)C(CC(C)C)NC(N)=O (stereo not given)	-3
O=C(Nc1c[nH]ccc1=O)C1CC1c1ccccc1C(F)(F)F (stereo not given)	-17
CNC(=O)c1c(NC(=O)c2ccco2)sc2c1-c1ccccc1C2	-6
CC(=O)Nc1ccc(Cl)cc1C#N	-16
O=C(c1cc2ccccc2[nH]1)N1CCC(N2CCCC(C(=O)N3CCCC3)C2)CC1 (stereo not given)	1

Next part:
compound	mcGAS MS inh
Cn1ncc(NC(c2ccc(Cl)cc2)C2CC2)c(Cl)c1=O (stereo not given)	-11
CN(C)C(=O)CN1c2cccc3cccc(c23)S1(=O)=O	19
O=c1cc(CSc2nnc3ccc(C(F)(F)F)cn23)nc(C2CC2)[nH]1	-2
CSC1CCC(N(C)CCS(=O)(=O)c2cc(Cl)ccc2Cl)C1 (stereo not given)	10
CCCCCn1c(NCCc2ccccc2)nc2c1c(=O)[nH]c(=O)n2C	-2
O=C(O)CCCCCNC1=C(n2nnc3ccccc32)C(=O)c2ccccc2C1=O	-5
COc1ccc(-c2nc3ccc(-c4ccccc4Cl)cn3c2CCC(=O)O)cc1	0
CC(C)C(=O)Nc1nc2c(s1)-c1cccc3cccc-2c13	8
CC(O)CNc1nc2ccccc2n1Cc1nnnn1C1CC1 (stereo not given)	-6
O=C(C=CC1=NC2C=CC=CC2N1)c1c(-c2ccccc2)c2cc(Cl)ccc2[nH]c1=O (stereo not given)	-3
CC(C)NC(=O)CSc1ncnc2c1nnn2C	-4
CCOc1cc(Br)c(C=NN=C(N)c2nonc2N)cc1OCC	17
CCOc1ccc(NC(=O)COC(=O)c2ccc(Cl)cc2O)cc1	-27
CO[C@H]1CN(C(=O)CCc2ccc3c(c2)OCO3)CC[C@H]1N	-8
O=C(CC1C(=O)NCCN1CCCc1ccccc1)NC1CCCC1 (stereo not given)	-6
O=c1c(=Cc2c[nH]c3ccccc23)sc2nc3ccccc3n12	-1
